D2 antagonist = D2 dopamine receptor (human) antagonism; inhibition, % at 10 µM; HEK293 TREx D2 cells, calcium flux, dopamine EC80; AID 485344; 2% of 340,000 active; in the data active = inhibition above about 30%; note: 0% is about no effect
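Tetracycline-induced HEK293 TREx cells expressing D2 receptor forced-coupled to calcium signalling, loaded with no-wash calcium dye. Compounds added and calcium flux read 180 s, then dopamine added at EC80 and read a further 180 s.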
D1 PAM = enhances dopamine response at the human D1 receptor; P21728; HEK293 TREx D1 cells, calcium flux, dopamine EC20 potentiation; potentiation, % at 10 µM; 0.036% of 360,000 active; AID 504651; in the data active = potentiation above about 30%; note: 0% is about no effect
D1 agonist = human D1 receptor agonism | P21728 | HEK293 T-REx D1 cells, calcium flux, agonist mode | activation, % at 2 µM | 1% of 360,000 active; note: 0% is about no effect
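Agonism was scored from calcium flux recorded over 180 s (1 read/s) after pintool compound addition, following a 10-cycle baseline. Cells were inducible force-coupled HEK293 TREx D1, plated overnight at 30 C and loaded with no-wash calcium dye.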
D2 agonist = agonists of human D2 dopamine receptor; P14416; HEK293 T-REx D2 cells, calcium flux agonist mode; activation, % at 2 µM; 0.53% of 340,000 active;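 active = activation over 3 SD above normal in the single-dose calcium agonist read, cut at about 30% in these data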; note: 0% is about no effect
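Tetracycline-induced HEK293 T-REx cells with force-coupled D2 receptor, plated overnight at 30 C, loaded with no-wash calcium dye. After a 10 s baseline, compound was pin-added and calcium flux read kinetically for 180 s; calcium rises flagged agonists.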
D1 antagonist = blocks dopamine activation of the human D1 receptor | HEK293 TREx D1 cells, calcium flux, dopamine EC80; hits give low values | activity change, negative = inhibition, % at 10 µM | 3.2% of 360,000 active | AID 504652; in the data active = activity change below about -30%; note: % is set by controls: 0 for no effect and ±100 for the full control effect
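Inducible Hek293 Trex D1 cells (tetracycline, overnight, 30 C). Calcium dye 30–90 min RT. Antagonist mode: EC80 dopamine added after 180 s compound read.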
TRHR enhancer = allosteric enhancers of human TRH receptor. P34981. TRHR cells, fluo-8 calcium fluorescence, EC20 TRH enhancement. enhancement, % at 2 µM. 0.66% of 360,000 active; in the data active = enhancement above about 30%; note: 0% is about no effect
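Enhancer read-out: after compound pinning and an initial kinetic agonist-mode read, an EC20 of TRH (10 nM final) was injected and fluo-8 calcium signal (Ex 480/Em 530) followed at 1 s/cycle for 100 cycles in TRHR-expressing cells.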
D2 potentiator = positive allosteric modulators of human D2 dopamine receptor; P14416; HEK293 T-REx D2, calcium flux, EC20 dopamine potentiation; potentiation, % at 10 µM; 0.34% of 340,000 active;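 active = potentiation over 3 SD above the plate norm, cut at about 30% in these data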; note: 0% is about no effect
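Potentiation of an EC20 dopamine calcium response measured kinetically over 180 s, after a preceding 180 s compound-only read flagging agonists. Cells: inducible Hek293 Trex D2 line, 4000/well, cultured overnight at 30 C before dye loading.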
TRHR ag = TRH receptor (human) agonism; 0.18% of 360,000 active; TRHR cells, calcium flux fluo-8, FDSS agonist mode; P34981; activation, % at 2 µM; note: 0% is about no effect
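TRHR-expressing cells, plated overnight in medium with 10% serum, were loaded with fluo-8 calcium dye at room temperature. After a 10 s baseline, library compound was pin-added and calcium release was recorded kinetically (ex 480/em 530) as agonist response.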
RXFP1 antag = RXFP1 (human) relaxin receptor antagonism. HEK293-RXFP1, relaxin-stimulated cAMP HTRF, 30 min; hits give low values. activity change, negative = inhibition, % at 57.5 µM. 0.59% of 350,000 active. AID 1259400;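 active = activity change of -60% or lower, but not beyond a set lower limit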; note: % is set by controls: 0 for no effect and ±100 for the full control effect
Target sequence (Q9HBX9 whole entry, looked up): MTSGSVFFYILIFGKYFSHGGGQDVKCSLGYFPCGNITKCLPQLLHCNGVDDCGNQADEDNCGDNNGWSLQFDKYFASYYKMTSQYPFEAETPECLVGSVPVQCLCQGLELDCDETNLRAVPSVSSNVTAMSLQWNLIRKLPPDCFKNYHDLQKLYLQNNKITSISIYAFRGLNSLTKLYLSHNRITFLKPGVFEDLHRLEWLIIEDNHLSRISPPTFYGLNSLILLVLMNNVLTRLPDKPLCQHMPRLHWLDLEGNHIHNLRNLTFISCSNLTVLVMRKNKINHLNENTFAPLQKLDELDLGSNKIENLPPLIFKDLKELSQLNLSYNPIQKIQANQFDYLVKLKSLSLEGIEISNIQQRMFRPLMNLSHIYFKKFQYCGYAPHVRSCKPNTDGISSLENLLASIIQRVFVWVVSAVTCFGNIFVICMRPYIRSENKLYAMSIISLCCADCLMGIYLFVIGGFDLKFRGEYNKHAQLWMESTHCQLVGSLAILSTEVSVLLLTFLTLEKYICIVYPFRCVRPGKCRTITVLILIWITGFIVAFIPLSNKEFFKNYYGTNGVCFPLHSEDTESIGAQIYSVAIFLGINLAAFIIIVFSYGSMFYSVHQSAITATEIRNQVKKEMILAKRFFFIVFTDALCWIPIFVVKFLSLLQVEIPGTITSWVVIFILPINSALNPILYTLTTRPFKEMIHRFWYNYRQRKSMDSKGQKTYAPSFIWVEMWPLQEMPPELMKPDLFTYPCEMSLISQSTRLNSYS
* = called active by the depositor; . = not tested or not shown; & = joins results of further samples. Cut-off read from the data, not from the text of the source, unless noted: active = activation above about 30%; inactive = the rest.

SMILES	D2 antagonist	D1 PAM	D1 agonist	D2 agonist	D1 antagonist	TRHR enhancer	D2 potentiator	TRHR ag	RXFP1 antag
CC(=O)c1c(C)[nH]c(C(=O)CSc2nnc(-c3ccco3)o2)c1C	-10	1	9	0.1	8	1	8	0.5	4
COc1ccc(NC(=O)CN(C)C(=O)C2CC(=O)N(c3ccc4c(c3)OCCO4)C2)cc1 (stereo not drawn)	9	-10	0	0.2	0	3	-3	0.5	6
CCOc1ccc(CNCc2cccnc2)cc1	-33	-2	1	0.7	-8	3	5	0.6	15
CN(c1ncc(C(F)(F)F)cc1Cl)N1C(=O)c2cccc(N)c2C1=O	4	-5	1	-0.1	-11	-3	13	-0.3	-12
Cc1ccccc1OC(C)c1nc(-c2ccccc2)no1 (stereo not drawn)	-15	-1	4	1.5	15	19	.	0.3	-14
CC(OC(=O)c1cccc(-n2cnnn2)c1)C(=O)Nc1ccc(N(C)C)cc1 (stereo not drawn)	-20	0	1	0.4	2	-4	11	-0.1	10
O=C(Oc1cccc(-c2cnc3ccccc3n2)c1)c1ccco1	6	0	5	1.2	17	2	12	1.5	-33
CCOc1ccc(-c2c[n+](=O)c3c(n2[O-])CCCC3)c(OCC)c1	-15	0	-1	-0.5	-6	17	7	-0.3	11
Cc1cc(C)c(C(=O)C2OC(=O)C(C)(C)C(=O)C2(C)C)c(C)c1 (stereo not drawn)	19	0	0	-0.6	4	-4	4	-0.4	-4
CCc1c(C)sc(NC(=O)c2cc(-c3cccc(Cl)c3)on2)c1C#N	.	0	3	-0.4	7	9	.	-1.5	4
CCN(CC)CCCNC(=O)c1nn(-c2ccc(OC)cc2)c(=O)c2c1c1ccccc1n2C	.	0	-2	0.0	9	1	-1	0.8	-4
Cc1ccc(S(=O)(=O)/C(C#N)=C/c2c(N3CCC(C(N)=O)CC3)nc3c(C)cccn3c2=O)cc1	-4	-2	11	-0.4	-47*	-2	5	-0.3	4
CCOC(=O)CSc1nnc(NC(=O)c2cccc(S(=O)(=O)N3CCCC3)c2)s1	-7	0	2	-0.7	-7	-1	11	0.7	2
CC(=O)N(c1cccc(Br)c1)C1C=CS(=O)(=O)C1 (stereo not drawn)	9	-2	0	0.0	0	-1	-3	0.3	-12
COC(=O)CC1=NN(c2ccccc2)C(=O)C1	15	2	32*	-0.2	-33*	8	7	-0.8	1
Cc1ccc2nc(-c3cccs3)oc(=O)c2c1	6	1	1	0.2	11	-6	5	0.9	-17
O=C(/C=C/c1cccc([N+](=O)[O-])c1)NCc1ccccc1	17	-5	1	-0.8	-20	-5	-5	0.7	-4
CN(C)/C=C(\C#N)c1nc2ccccc2[nH]1	22	-8	2	0.4	-9	14	.	-1.0	-32
CC(=O)OCCN(C)c1cc(SC(C)C)c2nonc2c1[N+](=O)[O-]	-12	-6	11	7.9	-16	2	-2	-0.2	-27
CC(C)c1ccc(NS(=O)(=O)c2ccc3[nH]c(=O)ccc3c2)cc1	.	-2	5	1.1	-17	-4	-8	0.4	-1
C=CCN1C(=O)C2(C(C(=O)c3ccc(C)o3)=C(O)C(=O)N2CCCN2CCOCC2)c2ccccc21 (stereo not drawn)	-6	0	1	0.0	-10	0	5	0.2	0
Cn1c(=O)c(C(=O)COC(=O)c2cc(-c3ccccc3)nc3ccccc23)c(N)n(Cc2ccccc2)c1=O	31*	-4	6	2.9	-4	8	-6	4.5	.
Cc1ccc(C2C(C(=O)c3cccs3)=C(O)C(=O)N2CCN2CCOCC2)o1 (stereo not drawn)	11	0	0	-2.2	10	0	38*	0.2	-5
CC(C)NC(=S)N/N=C/c1c[nH]c2ccccc12	-7	-1	4	1.0	23	-2	12	-0.1	-6
CCC(C)Sc1nc2c(c(=O)[nH]c(=O)n2C)n1C (stereo not drawn)	8	-3	2	0.7	7	7	10	-0.2	3

Carrying on:
SMILES	D2 antagonist	D1 PAM	D1 agonist	D2 agonist	D1 antagonist	TRHR enhancer	D2 potentiator	TRHR ag	RXFP1 antag
CCN(Cc1nc2cc(OC)c(OC)cc2c(=O)[nH]1)C(=O)c1ccc(S(=O)(=O)N(C)C)cc1	-6	15	2	-2.6	9	7	-12	-0.1	-15
CC(Nc1ccc2ccccc2c1)C(=O)N/N=C/c1ccncc1 (stereo not drawn)	.	-2	1	.	-2	-4	.	-0.5	5
COc1cccc(NC(=O)C2=COCCO2)c1	4	-1	1	-0.3	9	0	-4	0.1	-6
Cc1ccc(C2CC(=O)C(C=NCCN3CCN(C(=S)Nc4ccccc4)CC3)=C(O)C2)cc1 (stereo not drawn)	-22	-3	0	1.1	-4	-1	15	-0.8	-15
COc1cccc(C(=O)Nc2ccc3[nH]ncc3c2)c1OC	8	1	2	0.1	-8	-2	9	-0.9	-1
CCCCNC(=O)COC(=O)c1cc(F)c(F)cc1Cl	14	2	0	-0.1	-21	1	15	0.1	5
CCc1ccccc1NC(=O)COC(=O)C1C2CC3OC(=O)C1C3C2 (stereo not drawn)	-9	-5	9	-0.7	4	8	-5	-2.2	-6
COc1ccc(C2C3=C(OC(C)=O)c4ccccc4C3=Nc3c2c(=O)n(C)c(=O)n3C)cc1 (stereo not drawn)	-11&-25	-1&1	2&0	-0.8&-1.0	1&-4	3&-1	10&4	-2.4&-0.5	-1
Cc1cccc(NC(=O)CCS(=O)(=O)c2cc(Br)cc3c2N(C(=O)C2CC2)CC3)c1	.	-3	1	.	1	-4	13	-0.9	-11
CCOC(=O)c1ccc(N2C(=O)c3n[nH]c(C)c3C2c2ccc(O)c(OC)c2)cc1 (stereo not drawn)	.	0	0	-0.8	-4	9	22	0.3	.
O=C(/C=C/c1ccc(S(=O)(=O)N2CCOCC2)cc1)NCc1ccccc1F	-4	-3	4	-0.2	-3	5	-11	0.3	2
CCc1nonc1NC(=O)c1oc2cc(C)c(C)cc2c1C	9	-3&-2	4&1	1.2&-1.0	16&2	-7&-1	4&4	-0.1&-0.7	12&0
CC(NC(=O)Cn1c(NCCO)nc2ccccc21)c1ccccc1 (stereo not drawn)	-12	0	-1	0.0	10	10	-1	0.3	-10
CC(C)c1nc2oc3c(NCC4CCCO4)ncnc3c2c2c1COC(C)(C)C2 (stereo not drawn)	0	7	0	-0.2	9	2	23	0.1	2
CCCCNC(=S)NC(=O)c1ccccc1Br	13	-4	1	0.2	-33*	2	-1	-0.5	9
Cc1ccc2c(c1)c(CC(=O)Nc1ccc(F)cc1)c(C(=O)O)n2C	1	7	0	-0.2	-10	-5	-4	0.8	6
COc1ccc(/C(C)=N/NC(=O)c2cc(-c3cccnc3)nc3ccccc23)cc1	-11	-4	-1	2.1	6	3	0	-0.6	-2
O=S(=O)(c1ccc2nc(N3CCN(c4ccc(F)cc4)CC3)ccc2c1)N1CCCCC1	-2	-1	4	-1.7	14	7	-3	0.1	2
Cc1cc(NC(=O)Cn2nc(C)c([N+](=O)[O-])c2C)no1	0	-1	2	-0.3	-6	-1	2	-0.1	1
CC1(C)C(=O)Nc2ccccc2N1C(=O)COC(=O)c1cc(S(=O)(=O)N2CCOCC2)ccc1F	-20	-3	1	0.3	11	-5	-6	-1.3	-17
CC(=O)N1c2ccc(S(=O)(=O)N3CCOCC3)cc2CC1C (stereo not drawn)	-6	-5	2	-0.3	11	0	3	0.0	-14
CCOC(=O)c1ccc(-n2c(C)ccc2C)cc1	0	-2	1	-0.1	3	5	14	-0.4	2
COc1cc(NC(=O)c2ccc(Cl)cc2)c(OC)cc1NC(=O)CN1CCCCC1	8	1	3	4.3	-11	-4	-4	0.1	3
CCOc1ccc(CCNC(=O)CS(=O)Cc2nc(-c3ccc(C)cc3)oc2C)cc1 (stereo not drawn)	-11	2	1	1.1	21	-4	4	0.2	5
CN(C(=O)CCNC(=O)Cn1ccc2ccccc2c1=O)c1ccc(Br)cc1	-3	0	-3	1.2	16	1	17	0.1	9
COc1ccc(CCNC(=O)c2nn(C)c3c2CS(=O)(=O)c2ccccc2-3)cc1OC	-3	-15	0	3.2	-11	-5	6	0.0	16
CCN1C(c2ccccc2)=C(c2ccccc2)S/C1=C/C=C1\SC(=S)N(C)C1=O	2	15	1	-0.1	7	-1	-1	1.0	-11

Molecules listed so far that contain two or more sulfur atoms (two):
SMILES	D2 antagonist	D1 PAM	D1 agonist	D2 agonist	D1 antagonist	TRHR enhancer	D2 potentiator	TRHR ag	RXFP1 antag
CCOC(=O)CSc1nnc(NC(=O)c2cccc(S(=O)(=O)N3CCCC3)c2)s1	-7	0	2	-0.7	-7	-1	11	0.7	2
CCN1C(c2ccccc2)=C(c2ccccc2)S/C1=C/C=C1\SC(=S)N(C)C1=O	2	15	1	-0.1	7	-1	-1	1.0	-11

Some of the entries so far, as comma-separated lines:
SMILES,D2 antagonist,D1 PAM,D1 agonist,D2 agonist,D1 antagonist,TRHR enhancer,D2 potentiator,TRHR ag,RXFP1 antag
CCOc1ccc(CCNC(=O)CS(=O)Cc2nc(-c3ccc(C)cc3)oc2C)cc1 (stereo not drawn),-11,2,1,1.1,21,-4,4,0.2,5
CN(C(=O)CCNC(=O)Cn1ccc2ccccc2c1=O)c1ccc(Br)cc1,-3,0,-3,1.2,16,1,17,0.1,9
COc1ccc(CCNC(=O)c2nn(C)c3c2CS(=O)(=O)c2ccccc2-3)cc1OC,-3,-15,0,3.2,-11,-5,6,0.0,16
CCN1C(c2ccccc2)=C(c2ccccc2)S/C1=C/C=C1\SC(=S)N(C)C1=O,2,15,1,-0.1,7,-1,-1,1.0,-11

Limited to D1 antagonist and TRHR ag (six entries from above):
structure	D1 antagonist	TRHR ag
COc1ccc(/C(C)=N/NC(=O)c2cc(-c3cccnc3)nc3ccccc23)cc1	6	-0.6
CC(C)c1nc2oc3c(NCC4CCCO4)ncnc3c2c2c1COC(C)(C)C2 (stereo not drawn)	9	0.1
COc1cc(NC(=O)c2ccc(Cl)cc2)c(OC)cc1NC(=O)CN1CCCCC1	-11	0.1
Cc1cccc(NC(=O)CCS(=O)(=O)c2cc(Br)cc3c2N(C(=O)C2CC2)CC3)c1	1	-0.9
CCCCNC(=S)NC(=O)c1ccccc1Br	-33*	-0.5
CC(=O)N1c2ccc(S(=O)(=O)N3CCOCC3)cc2CC1C (stereo not drawn)	11	0.0

Screens (PubChem)
